Screens: PubChem, several laboratories
AID364: cytotoxicity toward Jurkat T cells, primary screen, cell-based, Jurkat E6.1, NIH starter set (AID 364); inhibition, % at 4 µM; hits with a dose series show CC50 in µM; hit rate 2% among 3,300; Jurkat E6.1 viability, ATP luminescence, 48 h; higher % means a stronger effect;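 active = concentration giving half-maximal inhibition at or below 20 micromolar; inactive = half-maximal concentration above 20 micromolar, or not dose tested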;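 also: 100% = cells treated with 4 µM doxorubicin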
HT29 cell growth-1: HT29 colon tumor cell growth inhibition, primary screen, imaging, high content imaging, 24 h, CellTiter-Glo (AID 770) | HT29 cell number by imaging, 24 h; active compounds read high | growth inhibition, % at 10 µM | 3,300 tested, under 10 active;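 active = growth inhibition above 90% in viable cell count at a single dose; inactive = growth inhibition below 90%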
AID772: HT29 colon tumor cell growth inhibition, primary screen, imaging, high content imaging, 72 h, CellTiter-Glo (AID 772). HT29 cell growth, HCS imaging cell count, 72 h; active compounds read high. growth inhibition, % at 10 µM. hit rate 0.6% among 3,300;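 active = growth inhibition above 90%, meaning viable cell count cut by more than 90% versus vehicle controls; inactive = growth inhibition below 90%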
HT29 cell growth-2: HT29 colon tumor cell growth inhibition, primary screen, imaging, high content imaging, 48 h, CellTiter-Glo (AID 771). HT29 cell growth, HCS imaging cell count, 48 h; active compounds read high. hit rate 2% among 3,300. growth inhibition, % at 10 µM;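 active = growth inhibition above 90%, meaning viable cell count by imaging cut by more than 90% versus vehicle controls; inactive = growth inhibition below 90%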;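 also: percent fewer viable cells counted by imaging than vehicle controls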
A549 proliferation: A549 NSCLC cell proliferation inhibitors – ATP luminescence, human non-small cell lung line, primary screen (AID 371). A549 growth inhibition, ATP luminescence; active compounds read high. growth inhibition, % at 10 µM. hit rate 8.4% among 3,300;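 active = mean growth inhibition over the two runs of 50% or more; inactive = mean growth inhibition under 50%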;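 also: compound exposure lasted 72 h before the ATP read; 0% = untreated cell signal and 100% = no luminescence left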
HT29 cell growth-1 condensed nuclei: further read-out of HT29 cell growth-1, marked with its call; condensed nuclei, %; measured here: percent cells with condensed nuclei;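 share of cells whose nuclear area falls below control median minus 1.5 SD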
HT29 cell growth-1 ATP viability: also measured in HT29 cell growth-1; calls as there; growth inhibition, %; measured here: ATP CellTiter-Glo viability
HT29 cell growth-2 condensed nuclei: recorded beside HT29 cell growth-2, whose call it bears; condensed nuclei, %; measured here: percent cells with condensed nuclei;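 condensed means Hoechst nuclear area under control median minus 1.5 SD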
HT29 cell growth-2 ATP viability: further read-out of HT29 cell growth-2, marked with its call; growth inhibition, %; measured here: ATP CellTiter-Glo viability inhibition
AID772 condensed nuclei: also measured in AID772; calls as there; condensed nuclei, %; measured here: percent cells with condensed nuclei;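 condensed means nuclear area below control median minus 1.5 SD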
AID772 second: recorded beside AID772, whose call it bears; growth inhibition, %; measured here: ATP CellTiter-Glo viability
* hit, by the source's call; · = no result given. These rows are one share of the data. The share of hits here may be higher or lower than overall.

SMILES	AID364	HT29 cell growth-1	HT29 cell growth-1 condensed nuclei	HT29 cell growth-1 ATP viability	AID772	AID772 condensed nuclei	AID772 second	HT29 cell growth-2	HT29 cell growth-2 condensed nuclei	HT29 cell growth-2 ATP viability	A549 proliferation
C#C[C@]1(O)CC[C@H]2[C@@H]3CCC4=CC(=O)CC[C@]4(C)[C@H]3CC[C@@]21C	2%	24	3.6	10	38	13	28	-14	1.2	·	5
CCCSP1(=S)NCCCO1 (stereo unspecified)	2%	-14	5.3	-9	16	3	-29	26	1.9	-9	12
COC1=CC(=O)OC(/C=C/c2ccccc2)C1 (stereo unspecified)	-3%	-10	5.5	-25	-13	4	-33	-14	3.6	·	5
CC(C)C[C@H](NC(=O)[C@@H]1CCCN1C(=O)[C@@H](N)Cc1ccc(O)cc1)C(=O)NCC(N)=O	6%	11	1.9	-21	-11	2	-25	0	8.2	·	-1
O=C1NCCN2CCCC12 (stereo unspecified)	1%	-18	1.1	-3	20	2	2	-2	1.5	6	-4
Clc1ccc(COC(Cn2ccnc2)c2ccc(Cl)cc2Cl)cc1 (stereo unspecified)	16%	37	7.0	35	43	6	49	69	0.9	·	92*
CCN(CC)CCCC(C)N=C(c1ccccc1)c1c(O)n(C)c(=O)n(C)c1=O (stereo unspecified)	-2%	-7	4.6	1	-8	2	-8	34	5.9	-11	7
COc1cccc(-n2c(C)nc3ccccc3c2=O)c1	-3%	-1	1.5	-2	39	1	-17	-7	0.8	-2	9
CN1CCc2c(c(N3CCCCC3)nc3n[nH]c(N)c23)C1	11%	38	7.2	18	13	4	16	63	5.7	50	1
CCCCSP1(=S)NCCCO1 (stereo unspecified)	8%	-17	4.0	-15	56	6	23	35	2.9	21	20
CC(=O)C1(c2ccccc2)CCNCC1	0%	28	3.9	4	62	5	34	-8	8.7	-15	2
CN(C)[C@@H]1C(=O)C(C(N)=O)=C(O)[C@@]2(O)C(=O)C3=C(O)c4c(O)cccc4[C@@](C)(O)[C@H]3[C@H](O)[C@@H]12	-2%	-18	5.5	-13	-20	3	-2	12	1.9	·	12
COc1ccc(OC)c(C(O)C(C)N)c1 (stereo unspecified)	2%	-15	2.5	-18	-33	2	-21	23	0.4	·	2
C=CCn1c(O)c(C=NCCN(C)C)c(=O)[nH]c1=O	-4%	-22	4.2	-17	19	6	-6	-24	3.2	-39	3
C[N+]1(C)[C@@H]2CC(OC(=O)[C@H](CO)c3ccccc3)C[C@H]1[C@@H]1O[C@@H]12 (stereo partly specified)	1%	-24	1.8	-27	-19	3	-21	19	0.7	·	19
COc1ccc(Cn2c(O)c(C=NCCCn3ccnc3)c(=O)[nH]c2=O)cc1	-6%	-15	3.5	-18	-4	6	-14	-20	4.7	-9	-7

11 compounds out of the list, sorted by molar mass, rising:
SMILES	AID364	HT29 cell growth-1	HT29 cell growth-1 condensed nuclei	HT29 cell growth-1 ATP viability	AID772	AID772 condensed nuclei	AID772 second	HT29 cell growth-2	HT29 cell growth-2 condensed nuclei	HT29 cell growth-2 ATP viability	A549 proliferation
O=C1NCCN2CCCC12 (stereo unspecified)	1%	-18	1.1	-3	20	2	2	-2	1.5	6	-4
CC(=O)C1(c2ccccc2)CCNCC1	0%	28	3.9	4	62	5	34	-8	8.7	-15	2
CCCSP1(=S)NCCCO1 (stereo unspecified)	2%	-14	5.3	-9	16	3	-29	26	1.9	-9	12
CCCCSP1(=S)NCCCO1 (stereo unspecified)	8%	-17	4.0	-15	56	6	23	35	2.9	21	20
COC1=CC(=O)OC(/C=C/c2ccccc2)C1 (stereo unspecified)	-3%	-10	5.5	-25	-13	4	-33	-14	3.6	·	5
COc1cccc(-n2c(C)nc3ccccc3c2=O)c1	-3%	-1	1.5	-2	39	1	-17	-7	0.8	-2	9
C#C[C@]1(O)CC[C@H]2[C@@H]3CCC4=CC(=O)CC[C@]4(C)[C@H]3CC[C@@]21C	2%	24	3.6	10	38	13	28	-14	1.2	·	5
C[N+]1(C)[C@@H]2CC(OC(=O)[C@H](CO)c3ccccc3)C[C@H]1[C@@H]1O[C@@H]12 (stereo partly specified)	1%	-24	1.8	-27	-19	3	-21	19	0.7	·	19
Clc1ccc(COC(Cn2ccnc2)c2ccc(Cl)cc2Cl)cc1 (stereo unspecified)	16%	37	7.0	35	43	6	49	69	0.9	·	92*
CCN(CC)CCCC(C)N=C(c1ccccc1)c1c(O)n(C)c(=O)n(C)c1=O (stereo unspecified)	-2%	-7	4.6	1	-8	2	-8	34	5.9	-11	7
CC(C)C[C@H](NC(=O)[C@@H]1CCCN1C(=O)[C@@H](N)Cc1ccc(O)cc1)C(=O)NCC(N)=O	6%	11	1.9	-21	-11	2	-25	0	8.2	·	-1
